DAX1 inh-1 – DAX1 (NR0B1) inhibitors on StAR promoter, primary screen, cell-based, luminescence, SF-1 (NR5A1), full-length DAX-1; HEK293T StAR-luciferase reporter, SF-1/DAX-1 repression relief; inhibition, % at 6.8 µM; 370,000 compounds, 1.1% hits; AID 652010, 2013;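 active = inhibition above the mean over all tested compounds plus 3 SD, cut at about 3.6% in these data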;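 note: 0% = DAX-1 cells with DMSO and 100% = cells lacking DAX-1 with DMSO; higher inhibition means more luminescence from relief of DAX-1 repression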
GAA850 FXN act – FXN promoter activators, primary screen, cell-based, luciferase luminescence, HEK293 lucGAA850; activation, % at 6 µM; HEK293 lucGAA850 FXN promoter luciferase reporter, 24 h; percent of 10 µM SAHA response; 360,000 compounds, 0.56% hits;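 active = activation above the average of all compounds screened plus 3 SD, cutoff fixed separately per campaign, cut at about 7.5% in these data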;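 note: 0% = DMSO wells and 100% = 10 µM SAHA wells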
SMARCA2 activ – SMARCA2 (BRM) function activators, primary screen, cell-based, luminescence, high throughput | MG213 cells, MMTV-luciferase reporter, dexamethasone, overnight | activation, % at 9.1 µM | 370,000 compounds, 1% hits | AID 652017, 2013; in the data active = activation above about 7.8%;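 note: 0% = vehicle wells and 100% = reference activator wells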
HGIII-sPLA2 inh – human group III sPLA2 inhibitors, primary screen, biochemical, QFRET, BODIPY PC-A2 liposome substrate; AID 743126, 2013; 370,000 compounds, 0.56% hits; inhibition, % at 12.2 µM; QFRET BODIPY PC-A2 liposome hydrolysis, fluorescence; Group 3 secretory phospholipase A2 (Homo sapiens), Q9NZ20;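 active = inhibition above mean plus 3 SD of compounds lying within the high and low control bounds, cut at about 19% in these data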;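 note: 0% = median of test compound wells and 100% = no enzyme DMSO wells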
Target sequence (Q9NZ20 whole entry, looked up): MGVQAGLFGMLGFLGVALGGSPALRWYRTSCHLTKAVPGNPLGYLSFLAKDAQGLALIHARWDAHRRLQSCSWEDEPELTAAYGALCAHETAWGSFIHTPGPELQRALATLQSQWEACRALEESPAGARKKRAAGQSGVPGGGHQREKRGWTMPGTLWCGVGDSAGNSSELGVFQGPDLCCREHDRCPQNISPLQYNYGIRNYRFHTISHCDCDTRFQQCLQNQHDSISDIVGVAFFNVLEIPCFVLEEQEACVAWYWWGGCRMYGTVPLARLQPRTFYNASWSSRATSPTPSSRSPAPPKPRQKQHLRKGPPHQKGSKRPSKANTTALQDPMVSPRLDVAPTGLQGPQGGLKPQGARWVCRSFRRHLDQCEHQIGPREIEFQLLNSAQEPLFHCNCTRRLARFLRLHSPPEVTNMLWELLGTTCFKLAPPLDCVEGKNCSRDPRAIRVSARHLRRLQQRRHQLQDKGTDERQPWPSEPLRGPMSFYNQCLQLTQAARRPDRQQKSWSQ
hgDAF-12 ag – H. glycines DAF-12 receptor agonists, primary screen, cell-based, luminescence, HEK293, GAL4 fusion, UAS-luciferase | 370,000 compounds, 1.8% hits | activation, % at 6.8 µM | AID 687014, 2013 | Nuclear hormone receptor DAF-12 (Heterodera glycines), GAL4 fusion | HEK293 GAL4-hgDAF12 UAS-luciferase reporter, agonist luminescence; normalized to butyrate control;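 active = activation above a cutoff set at the mean of all screened compounds plus 3 SD, cut at about 10% in these data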;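 note: 0% = DMSO wells and 100% = sodium butyrate wells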
DAX1 inh-2 – DAX1 (NR0B1) inhibitors, primary screen, cell-based, HEK293, Gal4-DAX1, luciferase luminescence. HEK293 Gal4-DAX1 luciferase reporter. 340,000 compounds, 0.99% hits. AID 504766, 2011. inhibition, % at 6.75 µM;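 active = inhibition above the mean over all tested compounds plus 3 SD, cut at about 4.2% in these data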;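 note: 0% = DAX1-transfected cells with DMSO and 100% = empty-vector control cells with DMSO; inhibition shows as a rise in luminescence from relieved DAX1 repression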
Target sequence (P51843 207-470 limits assumed): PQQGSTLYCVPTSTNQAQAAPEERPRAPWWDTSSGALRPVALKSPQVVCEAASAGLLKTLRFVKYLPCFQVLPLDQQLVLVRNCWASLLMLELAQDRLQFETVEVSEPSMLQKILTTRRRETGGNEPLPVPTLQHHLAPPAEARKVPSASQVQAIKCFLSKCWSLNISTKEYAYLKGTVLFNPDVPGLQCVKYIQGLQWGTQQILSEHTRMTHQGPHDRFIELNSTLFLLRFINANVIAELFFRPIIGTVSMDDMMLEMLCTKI
NPR2 activator – human GC-B receptor activators, primary screen, HEK293 GC-B cells, cGMP TR-FRET, EC30 CNP; 0% at EC30 CNP, 100% saturating CNP; activation, % at 10 µM; 370,000 compounds, 0.11% hits; AID 1920062, 2024;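 active = activation at 10 µM reaching about 35% in either raw or pattern-adjusted values, limit read from the data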
ADAM10 inh – human ADAM10 inhibitors, primary screen, biochemical, QFRET, HTS. inhibition, % at 7 µM. recombinant ADAM10, EDANS/DABCYL FRET peptide cleavage, 3 h. 370,000 compounds, 0.62% hits. AID 720582, 2013;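 active = inhibition above a per-campaign cutoff equal to the mean of compounds falling between control-based bounds plus 3 SD, cut at about 20% in these data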;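 note: 0% = DMSO wells while the 100% control is not disclosed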
hcDAF12 agonist – H. contortus DAF-12 nuclear receptor activators, primary screen, cell-based, luminescence, HEK293, lit1-tk-luc reporter; HEK293 hcDAF-12 lit1-tk-luc reporter; 0% DMSO, 100% Δ7-dafachronic acid; activation, % at 6.8 µM; 370,000 compounds, 1.4% hits; AID 652067, 2013;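 active = activation above the mean of all tested compounds plus 3 SD, cut at about 5.5% in these data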;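 note: 100% = response to 3 µM Δ7-dafachronic acid high control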
GC-A act – GC-A stimulated cGMP production enhancers – HEK293 GC-A cells, cGMP TR-FRET, EC30 ANP, primary screen; 0% at EC30 ANP, 100% saturating ANP; activation, % at 10 µM; 370,000 compounds, 0.14% hits; AID 1671463, 2021; in the data active = activation above about 40%
ssDAF-12 act – S. stercoralis DAF-12 nuclear receptor activators, primary screen, cell-based, luminescence, HEK293, GRIP1 co-expression, lit1-tk-luc; Nuclear hormone receptor DAF-12 (Strongyloides stercoralis); HEK293 ssDAF-12/GRIP1 lit1-tk-luc reporter; % of 3 µM dafachronic acid response; activation, % at 6.8 µM; 370,000 compounds, 1% hits;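 active = activation above the mean over all tested compounds plus 3 SD, cut at about 0.9% in these data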;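 note: 0% = DMSO-only wells and 100% = 3 µM delta7-dafachronic acid wells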
* marks the source's active call; other numbers are inactive results; i = inactive; x = not tested or not shown. Rows were taken by chance, and some 6.6% of all compounds hit somewhere here.

Codes: A = DAX1 inh-1; B = GAA850 FXN act; C = SMARCA2 activ; D = HGIII-sPLA2 inh; E = hgDAF-12 ag; F = DAX1 inh-2; G = NPR2 activator; H = ADAM10 inh; I = hcDAF12 agonist; J = GC-A act; K = ssDAF-12 act
compound: CCN1CCCC1Cn1cnc2c([nH]c3ccc(C)cc32)c1=O (stereo unspecified)
  A: 0.7 | B: -1.7 | C: -2 | D: -3 | E: 0.0 | F: 0.6 | G: -2 | H: -393 | I: -0.5 | J: 3 | K: -0.9

compound: O=C(NCc1ccco1)C(=O)c1cn(CC(=O)N2CCCCC2)c2ccccc12
  A: 0.3 | B: -0.3 | C: 1 | D: -5 | E: -1.1 | F: 0.4 | G: 8 | H: 0 | I: -2.0 | J: 2 | K: -1.2

compound: Nn1c(SC/C=C/c2ccccc2)nnc1-c1ccco1
  A: -0.9 | B: 0.6 | C: -1 | D: -5 | E: -1.2 | F: -1.3 | G: 6 | H: 5 | I: 0.2 | J: 6 | K: -1.7

compound: CCOc1ccc(NS(=O)(=O)c2ccc(C(=O)NCC(C)(C)N3CCOCC3)cc2)cc1
  A: 1.0 | B: 0.5 | C: 0 | D: 3 | E: 0.4 | F: 0.5 | G: 7 | H: -5 | I: 0.3 | J: 2 | K: -0.5

compound: C=CCNC(=O)NC(=O)CSc1nc2cc([N+](=O)[O-])ccc2n1-c1cccc(C(F)(F)F)c1
  A: 0.2 | B: 1.9 | C: 0 | D: 0 | E: 2.5 | F: -0.1 | G: 1 | H: 4 | I: 0.0 | J: 1 | K: -1.6

compound: CCCOC(=O)C1C2C=CC3(CN(c4ccc(Cl)c(F)c4)C(=O)C13)O2 (stereo unspecified)
  A: -1.2 | B: -0.9 | C: -2 | D: 10 | E: -1.6 | F: -1.2 | G: -6 | H: -5 | I: -2.8 | J: 1 | K: -1.0

compound: O=C(O)c1n[nH]c2c1CC(C1CCCCC1)CC2 (stereo unspecified)
  A: -0.2 | B: 0.4 | C: 2 | D: 2 | E: -0.3 | F: 0.4 | G: -3 | H: -6 | I: -1.8 | J: -2 | K: -1.4

compound: CCN(CC)S(=O)(=O)c1cccc(-c2nnc(SCC(N)=O)n2C)c1
  A: -0.4 | B: 1.3 | C: -1 | D: -4 | E: 0.4 | F: 0.3 | G: 0 | H: -2 | I: -1.2 | J: 3 | K: -1.2

compound: Cc1c(-c2nc(N)nc(Nc3ccccc3F)n2)oc2ccccc12
  A: 3.7* | B: 14* | C: 4 | D: -36 | E: 14* | F: 3.7 | G: -3 | H: -5 | I: 7.5* | J: 13 | K: 0.9*

compound: Cc1oc(-c2ccccc2)cc1C(=O)Nc1cccc(/C=C/C(=O)O)c1
  A: -0.3 | B: 1.5 | C: -1 | D: -35 | E: -2.5 | F: 0.0 | G: -7 | H: 5 | I: -0.8 | J: -6 | K: -1.6

compound: CCCCN(C(=O)c1[nH]c(C)c(C(C)=O)c1C)c1c(N)n(CCCC)c(=O)[nH]c1=O
  A: 0.9 | B: -2.3 | C: -2 | D: 4 | E: -1.5 | F: -0.4 | G: 2 | H: -4 | I: -0.1 | J: 3 | K: -1.0

compound: Cn1c(=O)c2ncn(CC(=O)NCCOc3ccc(C(C)(C)C)cc3)c2n(C)c1=O
  A: 1.0 | B: 0.7 | C: 2 | D: 8 | E: 2.6 | F: 0.0 | G: 5 | H: 6 | I: -2.7 | J: 3 | K: -1.0

compound: O=C(c1cc(S(=O)(=O)N2CCN(c3ccccc3)CC2)ccc1Cl)N1CCCC(C(F)(F)F)C1 (stereo unspecified)
  A: -4.1 | B: -2.6 | C: -7 | D: 3 | E: -3.4 | F: -2.7 | G: -3 | H: 6 | I: -2.9 | J: 1 | K: -2.2

compound: COCC(C)NS(=O)(=O)c1ccc(OC)cc1 (stereo unspecified)
  A: -0.3 | B: 0.2 | C: -4 | D: 12 | E: -1.0 | F: 1.9 | G: 4 | H: -4 | I: -1.2 | J: -7 | K: -1.6

compound: Cc1ccc(NC(=O)C2(C)Cc3ccccc3C(=O)O2)cc1 (stereo unspecified)
  A: 0.0 | B: 3.9 | C: 2 | D: -4 | E: 7.6 | F: 0.5 | G: 3 | H: -3 | I: -2.9 | J: 1 | K: -0.6

compound: C=CCN1C(=O)[C@@H](CC(=O)NCc2cccs2)[C@]2(C(=O)OCC)CCCCC/C=C/12
  A: 0.6 | B: x | C: -3 | D: -5 | E: -0.3 | F: x | G: 9 | H: -2 | I: 3.2 | J: 0 | K: -0.7

compound: Cc1ccc(C)c(Cn2c3ccccc3c3cnn(CC(=O)NCc4ccccn4)c(=O)c32)c1
  A: -2.8 | B: -2.8 | C: 4 | D: -9 | E: -2.6 | F: 0.7 | G: -8 | H: -15 | I: -2.2 | J: -6 | K: -1.6

compound: Cc1cccc(C)c1NC(=O)CNC(=O)c1ccncc1
  A: 1.4 | B: 2.0 | C: -5 | D: -11 | E: -1.3 | F: -0.2 | G: 5 | H: 7 | I: -0.8 | J: 3 | K: -0.7

compound: Nc1ccc(-c2nc3ccccc3o2)cc1
  A: 1.7 | B: -0.1 | C: 0 | D: 9 | E: 6.0 | F: 2.6 | G: 0 | H: i | I: 1.9 | J: 1 | K: -0.5

compound: CCc1cc(=O)oc2cc(C)cc(OC(C)C(=O)NCc3ccncc3)c12 (stereo unspecified)
  A: -1.5 | B: 1.8 | C: 4 | D: 5 | E: 0.2 | F: 0.8 | G: 0 | H: -335 | I: 0.8 | J: -3 | K: -1.4

compound: CCCN1CCC(NC(=O)Nc2ccccc2C(=O)OC)CC1
  A: 0.9 | B: 0.3 | C: -3 | D: 3 | E: 1.0 | F: 0.5 | G: 4 | H: -11 | I: 0.4 | J: -3 | K: -0.9

compound: O=C(NC(=S)NNC(=O)[C@H]1C[C@@H]1c1ccccc1)c1ccc(F)cc1
  A: 0.1 | B: 0.4 | C: -1 | D: 3 | E: 3.6 | F: 0.1 | G: 10 | H: -3 | I: 0.5 | J: 5 | K: -1.3

6 of the compounds above, with two lines to a compound:
Each structure is followed by: DAX1 inh-1, GAA850 FXN act, SMARCA2 activ, HGIII-sPLA2 inh, hgDAF-12 ag, DAX1 inh-2, NPR2 activator, ADAM10 inh, hcDAF12 agonist, GC-A act, ssDAF-12 act
- O=C(NCc1ccco1)C(=O)c1cn(CC(=O)N2CCCCC2)c2ccccc12
    0.3, -0.3, 1, -5, -1.1, 0.4, 8, 0, -2.0, 2, -1.2
- Nn1c(SC/C=C/c2ccccc2)nnc1-c1ccco1
    -0.9, 0.6, -1, -5, -1.2, -1.3, 6, 5, 0.2, 6, -1.7
- CCOc1ccc(NS(=O)(=O)c2ccc(C(=O)NCC(C)(C)N3CCOCC3)cc2)cc1
    1.0, 0.5, 0, 3, 0.4, 0.5, 7, -5, 0.3, 2, -0.5
- C=CCNC(=O)NC(=O)CSc1nc2cc([N+](=O)[O-])ccc2n1-c1cccc(C(F)(F)F)c1
    0.2, 1.9, 0, 0, 2.5, -0.1, 1, 4, 0.0, 1, -1.6
- CCCOC(=O)C1C2C=CC3(CN(c4ccc(Cl)c(F)c4)C(=O)C13)O2 (stereo unspecified)
    -1.2, -0.9, -2, 10, -1.6, -1.2, -6, -5, -2.8, 1, -1.0
- O=C(O)c1n[nH]c2c1CC(C1CCCCC1)CC2 (stereo unspecified)
    -0.2, 0.4, 2, 2, -0.3, 0.4, -3, -6, -1.8, -2, -1.4

High-throughput results: PubChem, several laboratories
